From PubChem BioAssay
NPY-Y1 antag: NPY-Y1 (human) receptor antagonism; P25929; AID 1040; actives 1% (n = 200,000); inhibition, % at 3.6 µM; HEK293-CNG Y1 cells, membrane potential fluorescence; NPY at EC95, then isoproterenol;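 active = inhibition above the campaign mean inhibition of all tested compounds plus 3 SD, cut at about 20% in these data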;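 note: 0% = DMSO wells given NPY plus isoproterenol and 100% = isoproterenol alone without NPY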
Target sequence (P25929 whole entry, looked up): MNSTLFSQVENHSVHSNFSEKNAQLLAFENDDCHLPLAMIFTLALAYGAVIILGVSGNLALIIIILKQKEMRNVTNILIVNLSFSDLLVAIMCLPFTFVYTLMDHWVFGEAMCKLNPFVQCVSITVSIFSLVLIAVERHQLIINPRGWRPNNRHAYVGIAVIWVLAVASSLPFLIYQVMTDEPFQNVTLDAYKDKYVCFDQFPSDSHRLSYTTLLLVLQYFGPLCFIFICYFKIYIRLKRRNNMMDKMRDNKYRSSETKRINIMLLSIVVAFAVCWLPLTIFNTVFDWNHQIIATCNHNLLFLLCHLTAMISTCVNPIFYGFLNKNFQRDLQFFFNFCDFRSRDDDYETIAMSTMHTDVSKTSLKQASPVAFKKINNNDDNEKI
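material = HEK293 cells with Y1 receptor plus CNG channel | also added = NPY 25 nM then isoproterenol 1 µM plus Ro 20-1724 25 µM | schedule = dye 3 h, compound 60 min room temperature, stimulation 45 min | measured by = membrane potential fluorescence | benchmarks = high control isoproterenol alone, low control NPY with isoproterenol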
NPY-Y1 PAM-ag: potentiates or activates human NPY-Y1 receptor; P25929; NPY-Y1 expressing cells, potentiator/agonist activation; activation, % at 3.6 µM; actives 0.37% (n = 220,000); AID 1304; in the data active = activation above about 33%, passing the limit was not always enough;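 note: cells stimulated with NPY at EC10 then isoproterenol at EC100; 0% = low agonist plus stimulus and 100% = saturating agonist plus stimulus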
eIF4E-4G inh: eIF4E/eIF4G interaction inhibition in translation initiation; P63073+Q04637; TR-FRET eIF4E-eIF4GI(517-606) binding, 2 h; inhibition, % at 21.7 µM; actives 0.37% (n = 220,000); AID 782;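 active = inhibition above about 30%, limit read from the data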;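 note: 0% = full FRET control wells and 100% = background wells lacking eIF4GI fragment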
p97 ATPase inh: inhibitors of human p97 ATPase; P55072; recombinant p97 ATPase, Kinase-Glo ATP luminescence, 3 h; AID 1481; inhibition, % at 8 µM; actives 0.42% (n = 220,000); in the data active = inhibition above about 15%;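 note: 0% = DMSO vehicle and 100% = wells lacking enzyme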
EP2 antag: blocks the human prostaglandin E2 receptor EP2; P43116; C6 glioma cells expressing human EP2, cAMP TR-FRET; cells stimulated with saturating PGE2; inhibition, % at 25 µM; actives 0.52% (n = 260,000);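 active = percent inhibition above 40 after rounding to a whole number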;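 note: rat C6 glioma host cells with rolipram phosphodiesterase inhibitor present; the protocol text gives 20 µM as final concentration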
Target sequence (P43116 whole entry, looked up): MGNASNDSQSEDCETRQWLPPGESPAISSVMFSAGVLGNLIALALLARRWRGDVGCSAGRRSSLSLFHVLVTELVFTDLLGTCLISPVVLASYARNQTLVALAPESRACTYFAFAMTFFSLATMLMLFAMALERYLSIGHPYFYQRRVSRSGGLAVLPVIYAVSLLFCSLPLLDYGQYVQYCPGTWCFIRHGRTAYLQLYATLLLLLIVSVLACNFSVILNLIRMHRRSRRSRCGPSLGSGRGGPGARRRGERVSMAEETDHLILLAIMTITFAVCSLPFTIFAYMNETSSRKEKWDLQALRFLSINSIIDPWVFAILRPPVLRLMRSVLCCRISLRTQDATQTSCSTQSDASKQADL
S1P4 ag: activates the human S1P4 receptor | O95977 | S1P4-expressing cell line, agonist reporter assay | activation, % at 4.98 µM | actives 0.35% (n = 220,000) | AID 1509; in the data active = activation above about 11%;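 note: 0% = DMSO vehicle and 100% = reference agonist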
EP2 mod: modulates human prostaglandin E2 receptor EP2 signaling | EP2-expressing cells, cAMP HTRF FRET, PGE2 co-stimulation | actives 0.83% (n = 260,000) | induction, % at 25 µM | P43116;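 active = compounds whose cAMP rise, as percent of the full-agonist control response, exceeds 60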;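 note: rat C6 glioma line stably carrying human EP2 under a CMV promoter; the protocol text gives 20 µM as final concentration; 100% = response of wells given 1 µM PGE2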
S1P4 antagonist: human S1P4 receptor antagonism; S1P4-expressing cells, antagonist mode, reporter read-out; inhibition, % at 4.98 µM; actives 0.26% (n = 220,000); in the data active = inhibition above about 29%;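 note: 0% = wells stimulated with agonist and 100% = vehicle wells without agonist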
NPY-Y2 PAM-ag: potentiates or activates human NPY-Y2 receptor | AID 1359 | activation, % at 3.6 µM | cells expressing NPY-Y2, potentiator/agonist read-out | actives 0.45% (n = 220,000) | P49146; in the data active = activation above about 27%;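 note: cells stimulated with NPY near EC25 plus isoproterenol at EC100; 0% = vehicle plus submaximal agonist and 100% = vehicle plus saturating agonist; some results beyond the cut were filed as inactive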
The depositor's hits bear a star; x = not tested or not shown; & = joins results of further samples; [ ] = another dose, or the depositor's remark. A portion of the library; the hit share may differ from the screen's.

SMILES | NPY-Y1 antag | NPY-Y1 PAM-ag | eIF4E-4G inh | p97 ATPase inh | EP2 antag | S1P4 ag | EP2 mod | S1P4 antagonist | NPY-Y2 PAM-ag
CCCCC(=O)Nc1ccccc1C(C)C | 9 | 7 | 0 | 5 | 8 | 0.0 | 10 | 3 | -16
Cc1cc(C)cc(OCC(=O)Nc2ccc(CN3CCCCC3)cc2)c1 | 9 | -7 | -5 | 1 | 3 | -2.0 | -41 | 14 | -19
O=C1C2C(c3ccccc3)=NN(c3ccccc3)C2C(=O)N1c1ccccc1 (stereo unspecified) | -1 | -13 | 5 | 6 | 4 | 0.0 | 15 | -10 | 3
O=C(c1ccc(F)cc1)c1cc2ccccc2o1 | 7 | 2 | 1 | -2 | 7 | 0.4 | -1 | 1 | -2
N#Cc1c(N)nc2c(c1N)CC(CCl)O2 (stereo unspecified) | -2 | 26 | 4 | 5 | 8 | 1.0 | 3 | -9 | 6
CCOc1cc(NC(=O)c2cccs2)c(OCC)cc1NC(=O)c1ccccn1 | 2 | -10 | 1 | 2 | 9 | 0.8 | -4 | -5 | -9
O=C1CC(N2CCc3ccccc32)C(=O)N1c1ccccc1 (stereo unspecified) | x | 2 | -8 | 6 | 4 | 0.7 | 26 | -12 | -12
Cc1cccc(NC(=S)NNC(=O)CCn2cc(C)cn2)c1 | 5 | -1 | 4 | -2 | 2 | 0.0 | 7 | -19 | -2
CCOC(=O)c1[nH]c2ccccc2c1NC(=O)COC | 3 | 6 | 3[fluorescence artefact?] | 3 | 10 | -2.2 | 16 | -16 | -1
Cc1nn(-c2cccc(Cl)c2)c2c1C(c1ccncc1)C(C#N)=C(N)O2 (stereo unspecified) | 4 | -1 | -14 | 7 | 9 | 0.1 | -16 | -15 | 18
CS(=O)(=O)c1ccccc1-c1nnc(-c2ccc(Cl)cc2)o1 | 4 | 11 | 0 | 2 | 7 | 1.5 | -29 | -18 | -4
C/C(=N\O)c1cc(Cl)cc(Cl)c1O | x | 5 | 2 | 8 | 17 | 0.6 | 7 | -16 | -3
O=C(NCC1CCCO1)C1CCC(N2C(=O)c3ccccc3C2=O)CC1 (stereo unspecified) | -3 | 3 | 1[fluorescence artefact?] | -2 | 10 | -3.1 | 8 | -2 | 8
O=c1oc(-c2ccccc2)nc2c1C1(CCCCC1)Cc1ccccc1-2 | 4 | -6 | -4 | -5 | 10 | 0.9 | 40 | -7 | -5
CC1CC(C)CN(CCCCOc2ccc([N+](=O)[O-])cc2)C1 (stereo unspecified) | 4 | -10 | 2 | 1 | 7 | 2.6 | 3 | -4 | -2
COc1cc(OC)c(OC)cc1/C=C/c1cc(C(F)(F)F)[nH]c(=O)n1 | -2 | -18 | -3 | 6 | 18 | 0.8 | 31 | -5 | -11
O=C1c2ccccc2S(=O)(=O)c2cc(C(=O)N(c3ccccn3)c3ccccn3)ccc21 | 0 | -9 | 5 | 6 | 6 | 2.4 | 7 | 1 | -1
COc1ccc(C(=O)NCc2nnc(SCC(=O)Nc3nc4ccc(C)cc4s3)o2)cc1OC | -2 | -8 | 5 | 6 | 6 | 1.0 | 13 | -16 | 9
O=C(Nc1ccon1)c1csc2ccccc12 | -7 | 5 | 7 | 3 | 5 | 1.6 | -20 | 13 | 0
CSCC[C@H](NC(=O)OC(C)(C)C)C(=O)N1CCC(C(=O)N[C@H](C(=O)O)C(C)C)CC1 | -6 | -26 | 7 | -4 | -6 | -0.3 | 5 | 14 | 4
C[n+]1c2n(c3ccccc31)N=C(c1ccccc1)CS2 | -2&1 | 7&20 | 0&-1 | 2&4 | 4&11 | -1.5&0.8 | -6&23 | 1&-10 | 2&6
CN1OC(CC(=O)O)N(c2ccc(Cl)cc2)C1=O (stereo unspecified) | 3 | -4 | -4 | 5 | 9 | 1.0 | 23 | -2 | -1
COC(=O)c1ccc(CSc2nnc(CNC(=O)c3ccc(OC)cc3)o2)o1 | 4 | 3 | 3 | -1 | 13 | -1.6 | -9 | -9 | -15
CC(=O)N(NC(N)=O)C(C)CC(=O)C1C(C)C=CCC1(C)C (stereo unspecified) | x | 9 | 4 | 5 | 4 | 0.3 | -25 | 16 | 4
O=C(/C=C/c1ccccc1)NC1CCS(=O)(=O)C1 (stereo unspecified) | 9 | 9 | -2 | 3 | 7 | 5.7 | 9 | -11 | 2
O=C(NC1CCS(=O)(=O)C1)/C(=C/c1ccco1)NC(=O)c1ccccc1 (stereo unspecified) | -1 | 7 | 5 | 5 | 7 | 0.6 | 0 | -11 | -5
CCCN1CCN(C(=O)Cn2cnc3ccc(S(=O)(=O)N4CCC(C)CC4)cc3c2=O)CC1 | 2 | 5 | -1 | -5 | 5 | 1.3 | -19 | -13 | 7
CCOCCCNC(=O)CN1C(=O)CSc2cc(S(=O)(=O)N3CCCCCC3)ccc21 | -2 | -23 | 4[fluorescence artefact?] | -7 | x | 0.2 | 8 | -5 | -26
CNC(=S)NNc1ccccc1[N+](=O)[O-] | 7 | 20 | 3 | 0 | 5 | 2.3 | 10 | -9 | -12
COc1cc(C(=O)N2CCC(O)(c3ccccc3)CC2)cc(OC)c1OC | -1 | 8 | 2 | 5 | 6&8 | -3.9 | -29&4 | -8 | 8
Cc1cccc(-c2noc(CN(C(C)C)S(=O)(=O)c3ccc(F)cc3)n2)c1 | 4 | -16 | -9 | -1 | 14 | -1.7 | 34 | 15 | 0
Cn1c(=O)oc2cc(S(=O)(=O)N3CCN(C(=O)c4ccco4)CC3)ccc21 | -2 | 10 | x | 3 | 3 | 0.6 | x | -18 | 13
O=C(CSc1ccc(-c2ccncc2)nn1)N1CCCCC1 | -1 | 5 | -2 | 0 | 6 | 1.9 | 14 | 2 | -6
CCCn1c(SCc2cc(=O)oc3ccc4ccccc4c23)n[nH]c1=O | 3 | 1 | 12[fluorescence artefact?] | 2 | 6 | -0.6 | -63 | -4 | 4
COc1ccc(CNC(=O)C(c2ccco2)N(Cc2ccccc2)C(=O)Cc2cccs2)cc1 (stereo unspecified) | -5 | -2 | 0 | -2 | 18 | 2.5 | 28 | -1 | 9
O=C1/C(=C/c2cccnc2)N=C2CCCCCN12 | 2 | 11 | 3 | -4 | 7 | -0.6 | -1 | -18 | -6

An excerpt of these results, in CSV form.
structure,NPY-Y1 antag,NPY-Y1 PAM-ag,eIF4E-4G inh,p97 ATPase inh,EP2 antag,S1P4 ag,EP2 mod,S1P4 antagonist,NPY-Y2 PAM-ag
CCOCCCNC(=O)CN1C(=O)CSc2cc(S(=O)(=O)N3CCCCCC3)ccc21,-2,-23,4[fluorescence artefact?],-7,x,0.2,8,-5,-26
O=C1/C(=C/c2cccnc2)N=C2CCCCCN12,2,11,3,-4,7,-0.6,-1,-18,-6
COc1ccc(CNC(=O)C(c2ccco2)N(Cc2ccccc2)C(=O)Cc2cccs2)cc1 (stereo unspecified),-5,-2,0,-2,18,2.5,28,-1,9

The results go on:
SMILES | NPY-Y1 antag | NPY-Y1 PAM-ag | eIF4E-4G inh | p97 ATPase inh | EP2 antag | S1P4 ag | EP2 mod | S1P4 antagonist | NPY-Y2 PAM-ag
COCc1ccc(CN2CCc3c([nH]c4ccccc34)C2CC(C)C)o1 (stereo unspecified) | 2 | -5 | 2 | -2 | 3 | -3.7 | 14 | 19 | -6
COc1ccc(CCNC(=O)CCN2C(=O)c3ccccc3C2=O)cc1OC | -2 | -8 | -1 | 2 | 6 | -0.6 | 19 | -18 | 2
COC(=O)c1cc(OC)c(OC)cc1NC(=S)Nc1cccc(Cl)c1 | -4 | 23 | -2 | -2 | 24 | -3.0 | 3 | -27 | 5
CC1=C(C(=O)OC(C)C)C(c2c[nH]c3ccccc23)n2ncnc2N1 (stereo unspecified) | -8 | 10 | -1 | -1 | 7 | -1.4 | 13 | -20 | 25
COc1ccc(C)cc1S(=O)(=O)NC1CCCCC1 | 2 | 14 | 4 | 2 | 7 | 0.0 | -1 | -19 | -1
O=C(c1ccc2c(c1)N(Cc1ccccc1)CCS2)N1CCCCC1 | 11 | 1 | 3 | -6 | 7 | 0.6 | 31 | -2 | 6
Cc1ccccc1Nc1c(-c2cccnc2)nc2ccc(Br)cn12 | -12 | 79* | 4 | 0 | 7 | 0.3 | -3 | -1 | 74*
COC(C(=O)Nc1ccc(S(=O)(=O)Nc2c(C)cccc2C)cc1)c1ccccc1 (stereo unspecified) | 2 | -4 | -2 | 1 | 12 | 0.9 | -64 | 9 | 7
COc1ccc(-c2ocnc2C(=O)Nc2ccccc2N2CCCCC2)cc1 | 13 | -12 | -5 | 8 | 15 | -0.1 | 47 | -9 | -6
C/C(=N\Nc1nc2ccc(Cl)cc2o1)c1ccccc1 | x | -8 | 3 | -1 | 5 | 0.8 | -26 | -13 | -3
CCC(Sc1nnnn1C)C(=O)Nc1ccc(C(C)=O)cc1 (stereo unspecified) | 2 | -10 | 0 | -1 | 13 | -0.9 | -4 | -3 | 3
Cc1ccc2c(c1)c1c(n2CC(O)CN2CCC(C)CC2)CCCC1 (stereo unspecified) | x | 6 | 4 | -2 | 4 | -0.8 | -23 | 28 | -14
COc1ccc(Cc2nc3c4c(ncn3n2)Oc2c(ccc3ccccc23)C4c2ccc(OC)c(OC)c2)cc1 (stereo unspecified) | 8 | -3 | 3 | 5 | 4 | 2.8 | 20 | -8 | 6
CCCC/C(O)=C1\C(=O)CC(C)(C)CC1=Nc1ccc(OC)cc1 | -1 | 8 | -3 | -11 | 9 | -2.3 | 17 | -9 | -36
COc1ccc2oc(C(=O)Nc3nc4ccccc4[nH]3)c(C)c2c1 | x | -12 | 3 | 2 | 10 | 0.3 | 2 | -2 | -11
Cc1nn(-c2ncc(C(F)(F)F)cc2Cl)c(=O)n1-c1cccc(Cl)c1 | 2 | 3 | 10 | -10 | x | -1.0 | 6 | -15 | -7
O=C(Nc1ccccc1-c1nnn(CC(=O)N2CCOCC2)n1)c1ccccc1F | 3 | 13 | 3 | 4 | 4 | 0.4 | -16 | 11 | 0
COc1ccccc1N1CCN(C(=O)CSc2ncnc3scc(-c4ccccc4)c23)CC1 | 0 | -31 | -1 | 5 | 9 | 3.6 | 8 | -24 | -1
COc1cc2cc(CN(CCCO)S(=O)(=O)c3ccccc3Cl)c(=O)[nH]c2cc1OC | -2 | -10 | 0 | -6 | 3 | 1.2 | -1 | -8 | -19
CC(OC(=O)c1cc2sccc2n1C)C(=O)NCc1cccs1 (stereo unspecified) | 10 | -7 | -1 | 0 | x | 22* | -34 | -7 | -6
COc1ccc(N2C(=O)CN=C2Nc2cccc(C)c2C)cc1OC | 5 | 18 | 0[fluorescence artefact?] | 4 | 20 | 1.1 | -20 | -23 | 2
COC(=O)C1CCN(C(=O)C(C)Oc2ccc(Cl)cc2Cl)CC1 (stereo unspecified) | 6 | 11 | -3 | -5 | 6 | -0.1 | -15 | -8 | 3
S=C(Nc1ccccc1Cl)N1CCCC1 | -10 | 28 | 0 | 6 | 9 | 1.6 | 2 | 11 | 5
CCOC(=O)c1cnn(-c2nc3c(C)cccc3s2)c1C(F)(F)F | -1 | -6 | -1 | -2 | 13 | 1.9 | 44 | -3 | -4
COC(=O)CCSCC(=O)N1N=C(c2ccc(Br)cc2)CC1c1cccc(OC)c1OC (stereo unspecified) | 1 | 7 | -5 | -6 | 14 | 1.4 | 9 | -10 | -5
O=C(NCc1ccncc1)c1cccc(F)c1 | 0 | 1 | -1[fluorescence artefact?] | 2 | 4 | -0.4 | -24 | -9 | 1
CN(C)CCNC(=O)COc1ccc(C23CC4CC(CC(C4)C2)C3)cc1 | 12 | -56 | 4 | -2 | 24 | 0.1 | -48 | -11 | -28
